Bioassay records as filed in PubChem.
ERK EGF block – qHTS Assay for Inhibitors of the ERK Signaling Pathway using a Homogeneous Screening Assay; Stimulation with EGF; Potency, µM (doses to about 11.5 µM), without a hit: at the top dose activity change, negative = inhibition, usual class: inhibitors; 130,000 compounds, 0.41% hits; AID 1454, 2008; HEK293-V1b, EGF-stimulated phospho-ERK AlphaScreen; active = well fitted inhibition curve with a large enough effect; inconclusive = small, poorly fitted or top-dose-only effect, or effect the other way;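 also: plate controls were stimulated vehicle wells for no effect and unstimulated vehicle basal for full effect; nearly all actives have a fitted effect of over 55% in size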
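After overnight plating in 1% FBS, HEK293-V1b cells received test compound for half an hour, then a 5 min pulse of EGF (25 nM); ERK phosphorylation in lysates was read by bead-based AlphaScreen.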
Starred values were filed as active, the others as inactive; ? = inconclusive; [ ] = dose if it differs, or a comment. Potency is read from the fitted curve at half-maximal effect. An excerpt; the hit share may differ from the screen's.

Preview (six entries):
ERK EGF block,structure
0%,O=C(O)C(c1ccccc1)N1CCCC1 (stereo not drawn)
-2%,COc1ccc(N2C(=O)CC(NCCNc3ccc([N+](=O)[O-])cn3)C2=O)cc1 (stereo not drawn)
3%,Cc1sc2ncnc(OCC(=O)N3CC(=O)Nc4ccccc43)c2c1C
5%,CCCCC/C=C\C/C=C\C/C=C\CCCCCCC(=O)NCCCC(=O)O
-6%[57.5 µM],O=C(NCc1cccc(F)c1)C1CCN(C(=O)c2sccc2-n2cccc2)CC1
?,Cc1cc(C)cc(C(=O)OCC(=O)Nc2cccc(S(=O)(=O)NC3=NCCCCC3)c2)c1

All compounds of this part (from the top)
ERK EGF block,structure
0%,O=C(O)C(c1ccccc1)N1CCCC1 (stereo not drawn)
-2%,COc1ccc(N2C(=O)CC(NCCNc3ccc([N+](=O)[O-])cn3)C2=O)cc1 (stereo not drawn)
3%,Cc1sc2ncnc(OCC(=O)N3CC(=O)Nc4ccccc43)c2c1C
5%,CCCCC/C=C\C/C=C\C/C=C\CCCCCCC(=O)NCCCC(=O)O
-6%[57.5 µM],O=C(NCc1cccc(F)c1)C1CCN(C(=O)c2sccc2-n2cccc2)CC1
?,Cc1cc(C)cc(C(=O)OCC(=O)Nc2cccc(S(=O)(=O)NC3=NCCCCC3)c2)c1
-6%,COc1ccc2c(c1)C(=O)[C@@H](OC(=O)Nc1cc(OC)c(OC)c(OC)c1)[C@H](c1ccc(OC)c(Br)c1)O2
-16%[57.5 µM],Cc1ccc(F)cc1NC(=O)N1CCCN(c2ccc(C(F)(F)F)cn2)CC1
1%,NC(=O)c1ccc(Oc2ccc(Cl)c3ccccc23)c([N+](=O)[O-])c1
-6%,CC(C)CCNC(=O)c1c[nH]c2ccc(S(=O)(=O)N3CCC4(CC3)OCCO4)cc2c1=O
0%,CCc1ccc(N2CC(O)=C(c3nc4ccccc4c(=O)[nH]3)C2=N)cc1
-5%,CC1(CCc2ccccc2)NC(=S)N(c2ccc(Cl)cc2)N1 (stereo not drawn)
0%,O=C(COC(=O)c1ccc(F)cc1)Nc1cc(S(=O)(=O)N2CCOCC2)ccc1N1CCCC1
2%,CCOc1cc(CNCc2cccs2)ccc1OCC(=O)NC(C)(C)C
-2%,O=C(O)c1ccccc1C(=O)c1ccc(Br)s1
-2%[57.5 µM],O=C(CSc1n[nH]c(=O)n1C1CC1)c1ccc(F)cc1
1%,CC(=O)NC(CCS(C)(=O)=O)C(=O)Nc1nc(C)cs1 (stereo not drawn)
-4%[57.5 µM],COc1ccc(CNCC(O)COc2ccc(C)cc2[N+](=O)[O-])cc1 (stereo not drawn)
4%[57.5 µM],Fc1cc(F)c(C2SCCN2C(=S)Nc2cccc(C(F)(F)F)c2)c(F)c1 (stereo not drawn)
10%,Cc1ccc(/C=C(\C#N)c2nn(-c3ccccc3)c(N)c2C#N)cc1
3%,Cc1cccc(CCNC(=O)CCCOc2cc(=O)n(C)c3ccccc23)c1
11%,CC1(C)Oc2nc3ccccc3n2/C1=C\C#N
1%[57.5 µM],O=C(O)CSc1nnc(CNc2ccc(F)cc2)n1-c1ccccc1
4%[57.5 µM],c1ccc(CN2OCC3Cn4c(nc5ccccc54)C32)cc1 (stereo not drawn)
7%,CCn1ncc(/C=N\NC(=O)COc2cc(C)cc(C)c2)c1C
6%[57.5 µM],COc1ccc2nc(NC(=O)CC3Oc4ccccc4NC3=O)sc2c1 (stereo not drawn)
8%,Cc1cccc(/C(N)=N/OC(=O)c2ccc3c(c2)OCO3)c1
4%[57.5 µM],O=C(CN1C(=O)NC(Cc2c[nH]c3ccccc23)C1=O)NC1CC1 (stereo not drawn)
9%,Cc1c(NC(=S)NC(=O)CCc2ccccc2)c(=O)n(-c2ccccc2)n1C
-6%,O=C(COC(=O)c1ccccn1)NCc1ccccc1Cl
9%[57.5 µM],CC(=O)Nc1ccc(NC(C)=O)c(NC2OCC(O)C(O)C2O)c1 (stereo not drawn)
-5%,O=S(=O)(Cc1ccccc1)c1nnnn1C1CCCCC1
5%[57.5 µM],O=C(CCN1CCc2ccccc2C1)Nc1ccc(F)c(F)c1
2%,COc1ccc(/C=N/NC(=O)C2c3ccccc3-c3ccccc32)cc1
-2%,N/C(=N\OC(=O)c1ccco1)c1cccnc1
-1%[57.5 µM],O=C(NC(=S)NNC(=O)c1ccccc1F)c1cccnc1
-9%[57.5 µM],c1ccc(Oc2nc(-c3cccnc3)nc3ccccc23)cc1
6%,COc1cc(CC(NC(C)=O)C(=O)NC2CCN(c3c(Cc4ccccc4)c(C)nc4ncnn34)CC2)cc(OC)c1 (stereo not drawn)
-10%,O=C(CCN1C(=O)C2C3C=CC(C4CC34)C2C1=O)Oc1ccccc1 (stereo not drawn)
5%[57.5 µM],CCn1c2c(c(=N)c3c1CCC3)CCCC2
1%[57.5 µM],CC(=O)Nc1ccc(Oc2ccccc2)cc1
-1%,CCCn1c(SCC(=O)NCc2ccc(Cl)cc2)n[nH]c1=O
8%,Nc1ccccc1OCP(=O)(c1ccccc1)c1ccccc1
-26%[57.5 µM],COc1cc(C)nc(-c2csc(C)n2)n1
10%,O=C(CSc1nnc(-c2ccncc2)o1)NCc1ccccc1Cl
20%,CC(NC(=O)c1ccccc1NC(=O)c1ccco1)C(=O)O (stereo not drawn)
-4%,Cc1c(Cl)cccc1NC(=O)CCCn1cnc([N+](=O)[O-])n1
-4%[57.5 µM],CC(NC(=O)c1c(Cl)cnn1C)C1CCCO1 (stereo not drawn)
-3%,O=C(COc1ccccc1)NC1CCSC1=O (stereo not drawn)
-6%,O=C(O)c1ccccc1-c1ccccc1C(=O)NCc1cccnc1

Four successive entries already listed, quoted:
ERK EGF block,structure
-4%,Cc1c(Cl)cccc1NC(=O)CCCn1cnc([N+](=O)[O-])n1
-4%[57.5 µM],CC(NC(=O)c1c(Cl)cnn1C)C1CCCO1 (stereo not drawn)
-3%,O=C(COc1ccccc1)NC1CCSC1=O (stereo not drawn)
-6%,O=C(O)c1ccccc1-c1ccccc1C(=O)NCc1cccnc1

Following part.
ERK EGF block,structure
-5%,COc1ccc(/C=N/OCC(=O)N=Nc2c(O)[nH]c3ccc(Br)cc23)cc1
-2%[57.5 µM],c1cnc2c(C3NCCc4c3[nH]c3ccccc43)cccc2c1 (stereo not drawn)
-6%,CCCCc1ccc(/C=C2\C(=O)ON=C2c2ccccc2)s1
6%[57.5 µM],CCNC(=O)CC1C(=O)N(CC)C(=S)N1NC(=O)c1ccccc1 (stereo not drawn)
6%,C=CCN1C(=O)OC2(CCCCC2)C1(C)O (stereo not drawn)
2%,COc1cc(OC)cc(-c2nc3ccccc3c(=O)n2OC(=O)c2ccc(Br)cc2)c1
5%,O=C(CSc1nc2ccccc2n1S(=O)(=O)c1cccc([N+](=O)[O-])c1)NCCc1ccccc1
-2%,Cc1[nH]n(-c2ccccc2)c(=O)c1C(=O)c1ccc([N+](=O)[O-])cc1
-5%,CC(C)c1ccccc1NC(=O)CCc1nc2ccccc2s1
-9%,COCC(=O)N1CCC2(CC1)CN(Cc1cc(C(F)(F)F)cc(C(F)(F)F)c1)C2
1%,Cc1ccccc1C(=O)NNC(=S)NC(=O)c1ccccc1
-2%,COC(=O)c1cccc(C#CC(NP(=O)(c2ccccc2)c2ccccc2)c2ccccc2)c1 (stereo not drawn)
-9%,O=C(CSc1nnc(NC(=O)c2ccc3c(c2)OCO3)s1)NCc1ccco1
-4%,Cc1cc(/C=N/Nc2ccc([N+](=O)[O-])cn2)c(C)n1-c1ccc(C(=O)O)cc1
-15%,COC(=O)c1cccc(C23CC4(C2)[C@H](CN(C)[C@@H]4c2ccccc2)C3c2ccc(C(F)(F)F)cc2)c1 (stereo partly drawn)
8%,Cc1ccc(C(=O)CSc2nnc(-c3ccccc3)n2-c2ccccc2)o1
-34%[57.5 µM],C/C(=N\N=C1\NC(=O)C(CC(=O)Nc2ccc(Cl)cc2)S1)c1ccco1 (stereo not drawn)
0%,COc1cccc(NC2=Nc3cccc4cccc2c34)c1
4%[57.5 µM],NC(=O)c1ccc(-c2csnn2)cc1
4%,O=C(CSc1nc(COc2ccccc2)nc2ccccc12)NC1CCCC1
0%[57.5 µM],CCOC(=O)NNC(=S)Nc1c(C)n(C)n(-c2ccccc2)c1=O
-3%,COc1ccc(CNC(=O)c2ccc[nH]2)cc1Cl
6%,CC(O)CNc1cnccn1 (stereo not drawn)
9%,Cc1cc(Cl)c(S(=O)(=O)N2CCN(c3ccccc3)CC2)cc1OCC(N)=O
1%,O=C(c1cccc(S(=O)(=O)N2CCCC2)c1)N1CCN(c2ncccn2)CC1

Ordered by value in ERK EGF block (high to low): 4 from the list above.
structure,ERK EGF block
NC(=O)c1ccc(Oc2ccc(Cl)c3ccccc23)c([N+](=O)[O-])c1,1%
CCc1ccc(N2CC(O)=C(c3nc4ccccc4c(=O)[nH]3)C2=N)cc1,0%
Cc1c(Cl)cccc1NC(=O)CCCn1cnc([N+](=O)[O-])n1,-4%
CCCCc1ccc(/C=C2\C(=O)ON=C2c2ccccc2)s1,-6%

Entries from the list above with a cyano group:
ERK EGF block,structure
10%,Cc1ccc(/C=C(\C#N)c2nn(-c3ccccc3)c(N)c2C#N)cc1
11%,CC1(C)Oc2nc3ccccc3n2/C1=C\C#N

Next part.
ERK EGF block,structure
10%,Cn1c(=O)n(C)c2cc(NC(=O)COc3ccc(Cl)cc3)ccc21
5%,C=CCNC(=O)/C(C#N)=C/c1ccccc1[N+](=O)[O-]
-11%,Cc1ccccc1Nc1oc(-c2ccccc2)nc1CCc1ccccc1
-3%,CC1CCN(S(=O)(=O)c2ccc(C(=O)NCc3cccnc3)cc2)CC1
3%,Cc1ccc(S(=O)(=O)Nc2ccncc2)c(C)c1N(C)S(=O)(=O)c1ccc(Cl)cc1
-15%[57.5 µM],CCOc1cc(NC(=O)c2cccs2)c(OCC)cc1NC(=O)CCC(=O)NCc1ccccn1
7%,C=CCNC(=O)/C(C#N)=C/c1ccc(OS(=O)(=O)c2ccc(C)cc2)c(OC)c1
25µM*,O=C(Nc1ccc(CN2CCOCC2)cc1)c1ccc(-c2ccc(Cl)cc2Cl)o1
-2%,Cc1ccc(C(=O)NC(=S)NCC2CCCO2)cc1Br (stereo not drawn)
8%,Cn1c(CNC(=O)OC(C)(C)C)n[nH]c1=S
-3%,CCNc1nc(=S)nc(NCc2ccccc2)[nH]1
-3%,Cc1noc(C)c1COc1ccc(C(=O)OC(C)C(=O)Nc2ccc(S(=O)(=O)N3CCOCC3)cc2)cc1 (stereo not drawn)
-7%[25.7 µM],CCN(CC)CC#CCOC(=O)[C@@](O)(c1ccccc1)C1CCCCC1
13%,CCOC(=O)C1(Cc2cccc(OC)c2)CCN(Cc2ccc(OC)c(O)c2)CC1
-4%,O=[N+]([O-])c1ccc(N2CCN(CCOCCO)CC2)c([N+](=O)[O-])c1
?,COc1ccc(NC(=S)N(CCO)Cc2cc3c(C)cc(C)cc3[nH]c2=O)cc1
7%[57.5 µM],Cc1ccc(C(=O)NC2CCCCNC2=O)cc1C (stereo not drawn)
2%,Cn1c(=O)c2c(SCC(=O)N3CCOCC3)nc(CC(C)(C)C)nc2n(C)c1=O
-5%,C1CCC(C23CC4CC(CC(C4)C2)C3)NC1 (stereo not drawn)
16%,O=C(N/N=C1\CC2CC=CC12)c1ccc(COc2ccccc2)cc1 (stereo not drawn)
4%[57.5 µM],O=C(Cc1ccc([N+](=O)[O-])cc1)Nc1cc(C(F)(F)F)cc(C(F)(F)F)c1
3%,COc1ccc(/C=N/c2sc3c(c2C#N)CCN(Cc2ccccc2)C3)c(O)c1
3%[57.5 µM],CN(C)CCNC(=O)c1scc2c1CCCC2
0%,O=C(C1CCCO1)N1CCN(C(=S)NC2CC2)CC1 (stereo not drawn)
1%,CCOC(=O)c1c(C)cccc1OCC(N)=O
6%[57.5 µM],Cc1cc(C)n(CCC(=O)N/N=C/c2cccc([N+](=O)[O-])c2)n1
-2%[57.5 µM],CN(C)NC(=S)NC1CCS(=O)(=O)C1 (stereo not drawn)
6%,Cc1ccc(C)c(Nc2nc3c(S(=O)(=O)c4ccccc4)nnn3c3ccccc23)c1
3%,Cc1ccc(-c2nnn(CC(=O)N(Cc3ccco3)C(C(=O)NC(C)(C)C)c3cccs3)n2)o1 (stereo not drawn)
-3%,CCCSc1nc(C)cc(C)c1S(C)(=O)=O
-7%,COc1cc(/C=N/N=C(\N)c2nonc2N)ccc1O
0%[57.5 µM],Cc1ccc(S(=O)(=O)NCC(=O)NCC(=O)OC(C(=O)NC(N)=O)C(C)C)cc1C (stereo not drawn)
-5%,NC(=O)C1CC(=O)N(c2ccc(OCc3ccccc3Cl)cc2)C1 (stereo not drawn)
2%,CC1=CCC2C(=O)N(c3ccccc3OC(=O)c3ccccc3F)C(=O)C2C1 (stereo not drawn)
9%,Cc1cc(/C=N\NC(=O)CC(=O)NC2CCCCC2)c(C)n1-c1cccc(Cl)c1Cl
-5%[57.5 µM],CCOCCCn1c(=NC(=O)c2cccs2)c(C#N)cc2c(=O)n3ccccc3nc21
-2%,Cc1csc(NC(=O)C2CCCCN2S(=O)(=O)c2ccccc2)n1 (stereo not drawn)
10%,O=C(COc1cccc2ccccc12)Nc1cc(S(=O)(=O)N2CCOCC2)ccc1N1CCOCC1
22%,CSc1ccc(CN(C)CC(=O)NC(C)c2ccccc2)cc1 (stereo not drawn)
18%,CC(=O)OC[C@@]1(O)C[C@]23CCC4c5ccoc5CC[C@@]4(C)C2CCC1C3 (stereo partly drawn)
